CaV13 FRET inh = Disruptors of the CACNA1D IQ motif to Ca2+-dependent inactivation inhibitor domain association, primary screening, Förster resonance energy transfer in intact living …; inhibition, % at 12.3 µM; 340,000 compounds, 0.098% hits; AID 743397; HEK cells, CFP/YFP FRET ICDI-IQ, plate reader, 10 min; percent FRET-ratio fall versus neutral wells;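 active means mean replicate inhibition of at least 30% and at least 1% of replicates passing that level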;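 further: 0% = median of the neutral control wells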
Numbers without * were called inactive. These rows are one share of the data; count on the stated rates, not on these rows.

SMILES | CaV13 FRET inh
CCOC(=O)C1=C(C(=O)OCC)C2N(Cc3ccc(C#N)cc3)c3ccccc3[C@@]23C[C@@H](C(=O)OC)N(S(=O)(=O)c2ccc(OC)cc2)C3=N1 (stereo partly specified) | -4.3
CC(C)(C)c1ccc(S(=O)(=O)NCC2CCN(C(=O)C(=O)c3cc4ccccc4o3)CC2)cc1 | -8.2
Cn1c(=O)oc2ccc(S(=O)(=O)Nc3ccc(Cl)cc3[N+](=O)[O-])cc21 | -5.1
COC(=O)c1cc2c(c3c4cc(F)ccc4n(S(=O)(=O)c4ccccc4)c13)C(=O)N(Cc1ccc(N(C)C)cc1)C2 | -2.9
CN1CCN(C(=O)C23CC4CC(CC(C4)C2)C3)CC1 | -1.4
COCCN1Cc2cc(C(=O)OC)c3c(c2C1=O)c1cc(F)ccc1n3S(=O)(=O)c1cccc(C)c1 | -8.3
COC(=O)c1cc(C(=O)Cc2ccccc2)c[nH]1 | 9.8
COC(=O)C1C(=O)c2c([nH]c(C(=O)OCCOC(C)C)c2C)CC1C (stereo unspecified) | -6.4
COCc1cc(N2CCNC[C@@H]2C)ccc1N1CCS(=O)(=O)CC1 | -7.3
Cc1ccccc1C(=O)N1CCN(C(=O)C(=O)c2cccc(C(F)(F)F)c2)CC1 | -10.3
O=C(N[C@@H](Cc1cccnc1)C(=O)N1CCC[C@H]1C(=O)NC1CCCC1)c1ccccc1 | -2.9
COC(=O)c1c(NC(=O)CN2CCN(c3ccccc3OC)CC2)c2c(C)cccc2n1C | -4.7
O=C(CSC(=S)N1CCCC1)c1cc(Br)cc(Br)c1O | -6.6
Cc1ccc(OCc2nnc(NC(=O)Cc3cccs3)s2)cc1 | -3.0
Cn1c(SCC(=O)O)nnc1-c1ccc2ncccc2c1 | -12.6
COc1ccc(OC)c(CNC(=O)c2cc(=O)[nH]c3ccc(S(=O)(=O)N4CCCC4)cc23)c1 | 4.5
COC(=O)[C@]12C[C@H](CC(=O)NCCCN3CCCC3=O)C(=O)N(Cc3ccccc3)C1=C[C@H](C1CCCC1)O[C@@H]2C | -10.1
O=C(N[C@@H](Cc1cccnc1)C(=O)N1CCC[C@H]1C(=O)NCCc1ccccc1Cl)c1cccs1 | -2.2
CC(C)(C)OC(=O)N[C@@H](Cc1ccccc1)c1nnc(S(=O)(=O)Cc2ccccc2)o1 | -6.4
Cc1ccc2nc(-c3ccc(F)cc3)c(Cc3ccsc3)n2c1 | -2.1
O=C(Nc1cccc(F)c1)c1cc(S(=O)(=O)N2CCC3(CC2)OCCO3)ccc1F | -20.1
O=C(Nc1ccc(-c2nnn(CC(=O)N3CCN(C(=O)c4ccco4)CC3)n2)cc1)c1ccccc1F | -4.7
COc1ccc(CNC(=O)N(C)C[C@@H]2OCc3ccccc3-c3c(n(C)c4ccccc34)C(=O)N([C@@H](C)CO)C[C@@H]2C)cc1 | -5.3
C[C@@H]1C=CCCO[C@]12C(=O)N(Cc1ccccc1C(F)(F)F)c1cccc(Br)c12 | -5.2
COC(=O)c1cc2c(c3c4cc(F)ccc4n(S(=O)(=O)c4ccc(C)cc4)c13)C(=O)N(Cc1ccccc1)C2 | -9.0
O=C(O)CSc1nnc(COc2cccc3cccnc23)n1-c1cccc(C(F)(F)F)c1 | -4.4
CC(=O)c1ccccc1OC(=O)COc1ccc(Cl)cc1C | -5.0
COc1cccc2[nH]c3c(N4CCN(Cc5ccc6c(c5)OCO6)CC4)ncnc3c12 | -6.2
CCc1c(-c2ccccc2)ncn1CCc1ccccc1OC | -9.3
COc1cccc(-n2c(N)c(C#N)c3ccc([N+](=O)[O-])cc3c2=O)c1 | -6.1
COC(=O)[C@]12C[C@H](CC(=O)N3CCC(c4ccccc4)CC3)C(=O)N(Cc3ccccc3)C1=C[C@H](C(C)C)O[C@@H]2C1CC1 | -8.4
O=C(COC(=O)c1ccc(O)cc1)Nc1ccc(Cl)cc1 | -3.6
O=c1nc2n(Cc3ccccc3)c3ccccc3cc-2c(=O)[nH]1 | -1.0
CC(C)=CCN1C(=O)[C@]2(OCCC=C[C@H]2C)c2c(Br)cccc21 | -2.7
Cc1ccc(CNC(=O)Cc2csc(Nc3nc(=S)[nH]c4ccccc34)n2)cc1 | -7.7
COC(=O)C1=C(C)N(Cc2cccc(C(F)(F)F)c2)C(=NCc2ccc3c(c2)OCO3)NC1CCc1ccccc1 (stereo unspecified) | -4.0
COC(=O)c1cc(=O)n(Cc2ccccc2)c(=NCc2ccccc2)s1 | -4.1
O=C(N=Nc1ccc(NOC(=O)c2ccccc2Br)cc1)c1ccccc1O | -2.8
CCCCNC(=O)C(c1ccc(OCC(=O)OC)c(C(=O)OC)c1)N(CCOC)C(=O)CCCCCN1C(=O)NC(c2ccc(-c3ccccc3)cc2)C(C(=O)OCc2ccccc2)=C1C (stereo unspecified) | -10.4
CCCCc1c(-c2ccccc2OC)ncn1C(C)c1ccccc1 (stereo unspecified) | -7.3
COc1ccccc1C(=O)N1CCN(C(=O)[C@H](CCc2ccccc2)NC(=O)[C@H]2O[C@@H](n3cnc4c(N)ncnc43)[C@H](O)[C@@H]2O)CC1 | -1.7
COC(=O)[C@H]1[C@@H](O)[C@@]2(O)c3c(OC)cc(OC)cc3O[C@@]2(c2ccc(OC)cc2)[C@@H]1c1ccc(F)cc1 | -4.7
Cc1ccc(C2NC(=O)c3[nH]nc(-c4ccccc4)c32)cc1 (stereo unspecified) | -2.6
COC(=O)[C@]12C[C@H](CC(=O)NCCCN3CCCC3=O)C(=O)N(CCC3=CCCCC3)C1=C[C@H](COCc1ccccc1)O[C@@H]2C | -10.4
NC(=O)c1ncn2c(=O)n(CCCl)nnc12 | -4.2
C[C@H](O)[C@@H]1CN2CCc3ccc(-c4ccc5c(c4)OCO5)cc3[C@@H]2C[C@@H]1N(C)C(=O)C1CCCCC1 | -2.8
Cc1cccc(C)c1OCc1nnc(SCC(=O)O)n1-c1c(C)cccc1C | -3.7
COCc1cc(N2CCN(C(=O)OC(C)(C)C)C[C@H]2C)ccc1N1CC[C@@H](O)C1 | -3.9
C=CCNc1ccc2c(c1)OC[C@H](CC(C)C)NS2(=O)=O | -6.6
C[C@H](O)[C@@H]1C(=O)N2CCc3c([nH]c4c(-c5ccccc5)cccc34)[C@@H]2C[C@@H]1N(C)C(=O)c1ccco1 | -4.4
Cc1ccccc1N(CC(=O)NC(C)(C)C)C(=O)c1ccc(-c2ccccc2)[nH]1 | -4.3
COC(=O)c1cc(S(=O)(=O)NCC2CCN(C(=O)C(=O)c3cc4ccccc4o3)CC2)cs1 | -10.9
CCc1cc2c(nc1CC)CCCN2S(=O)(=O)c1ccc(F)cc1 | -4.7
C#CCNC(=O)C[C@H]1C[C@@]2(C(=O)OC)C(=C[C@H](C3CCCC3)O[C@@H]2C)N(Cc2ccccc2)C1=O | -8.3
O=C1NC(Cc2ccc(O)cc2)c2nc3ccccc3c(=O)n2-c2cc(Cl)ccc21 (stereo unspecified) | -8.9
O=C(N[C@H](Cc1ccccc1)C(=O)N1CCN(C(=O)N2CCCCC2)CC1)[C@H]1O[C@@H](n2ccc(=O)[nH]c2=O)[C@H](O)[C@@H]1O | -2.6
CC1=C(C(=O)OCc2ccccc2)C(c2ccccc2OS(=O)(=O)c2ccc(C)cc2)NC(=O)N1CCCC(=O)O (stereo unspecified) | -9.5
COC(=O)C1=C(C)N(Cc2ccc(C(F)(F)F)cc2)C(=NCC2CC2)NC1c1ccccc1 (stereo unspecified) | -4.0
CCCC(=O)OC[C@H]1CN([C@H](C)c2ccccc2)S(=O)(=O)c2c(F)cccc2O1 | -5.1
O=C(CNC(=O)c1cccs1)NCCN1CCC(Cc2ccccc2)CC1 | -2.3

The list goes on:
SMILES | CaV13 FRET inh
CCCCCCN(C(=O)CCCCCN1C(=O)NC(c2ccc(-c3ccccc3)cc2)C(C(=O)OCc2ccccc2)=C1C)C(C(=O)NCCCC)C1CCCCC1 (stereo unspecified) | -5.6
Cc1ccc(-n2cc(CN3CCC(CO)(Cc4ccccc4)CC3)cn2)cc1 | -3.8
O=C(C(=O)N1CCC(CNC(=O)c2cccnc2Cl)CC1)c1cc2ccccc2o1 | -8.4
COC(=O)[C@]12C[C@H](CC(=O)N3CCCC3)C(=O)N(Cc3ccccc3)C1=C[C@H](C(C)(C)C)O[C@@H]2C | -8.6
CC[C@H](NC(=O)[C@@H](Cc1ccccc1)NC(=O)[C@H]1O[C@@H](n2ccc(=O)[nH]c2=O)[C@H](O)[C@@H]1O)c1ccccc1 | -4.4
COCCNC(=O)CCCn1c(=O)c2cc(OC)c(OC)cc2n(CC(=O)c2ccc(Cl)cc2)c1=O | -2.8
CN1CCN(c2nc3ccccc3nc2C(C#N)S(=O)(=O)c2ccccc2)CC1 (stereo unspecified) | -3.6
O=c1c2cc(-c3ccccc3)sc2nc2n1CCC2 | -4.6
Cc1ccc2nc(-c3cccc(Cl)c3)c(Cc3ccccc3C(F)(F)F)n2c1 | -6.6
COC(=O)[C@]1(Cc2ccccc2)NC=C(C(=O)c2ccccc2)[C@@H]1c1cccc(OC)c1 | -4.9
CCCCNc1ccc2c(c1)OC[C@@H](C)NS2(=O)=O | -3.2
COc1ccc(N2CCN(C(=O)Cn3c(=O)[nH]c4ccccc4c3=O)CC2)cc1 | 2.6
Cc1cc2c(nc1C)CCCN2S(=O)(=O)c1cccs1 | -9.5
O=C(N/N=C/c1ccco1)c1cc(C2CC2)nc2ccccc12 | -4.6
CC12CC(NC(=O)N1c1cccc(C(=O)NCc3ccccc3)c1)c1ccccc1O2 (stereo unspecified) | -8.3
CCCc1cc2c(OC)ccc(O)c2c(=O)n1C | -3.7
COc1cccc(S(=O)(=O)N(C)C[C@@H]2Oc3ncc(Br)cc3C(=O)N([C@H](C)CO)C[C@@H]2C)c1 | -5.6
Cc1cc2c(nc1C)CCCN2Cc1ccc(Br)cc1 | -8.5
COc1cc(/C=C2/C(C)=C(C#N)c3nc(N)c(C#N)c(C)c32)ccc1OCC(=O)O | -5.4
CC(=O)c1ccc(S(=O)(=O)N2CCN(C(=O)C(=O)c3cccc(C(F)(F)F)c3)CC2)cc1 | -10.9
Cc1ccc(S(=O)(=O)/N=C2/NC(=O)/C(=C/c3ccncc3)S2)cc1 | -5.1
Nc1nc2c(ncn2[C@@H]2O[C@H](C(=O)NCCCc3ccccc3)[C@@H](O)[C@H]2O)c(=O)[nH]1 | -8.2
COC(=O)C1=C(C)N(CC(C)C)C(=S)NC1c1cccc(OC)c1 (stereo unspecified) | -3.2
COc1ccc(-c2cc(NC(=O)Cc3c[nH]c4ccccc34)ccc2N(C)c2cccnc2)cc1F | -10.7
O=[N+]([O-])c1cccc(N=Cc2sc3ccccc3c2O)c1 | 3.0
O=C(N[C@H](Cc1ccccc1)C(=O)N1CCN(Cc2ccccn2)CC1)[C@H]1O[C@@H](n2ccc(=O)[nH]c2=O)[C@H](O)[C@@H]1O | -2.3
CCOC(=O)C1=C(c2ccc(OC)cc2)C(=O)c2ccccc2C1=O | -17.7
CC(C)(C)c1cccc(N/C(=C\C(=O)c2ccccc2)c2ccccc2)c1 | -2.1
COC(=O)N1Cc2ccnnc2CC1c1ccccc1-c1ccc(F)cc1 (stereo unspecified) | -4.7
O=C(N/N=C/c1ccc([N+](=O)[O-])cc1)c1cnccn1 | -4.3
CON(Cc1ccccc1)S(=O)(=O)c1ccccc1Br | -6.8
COC(=O)C1=C(C)N(Cc2cccc(C(F)(F)F)c2)C(=NCc2cccc(C(F)(F)F)c2)NC1c1ccccc1C(F)(F)F (stereo unspecified) | -2.0
CCn1cc(CNC(=O)CCSc2nc(-c3ccco3)cc(C(F)(F)F)n2)cn1 | -4.6
CC(C)[C@@H](C)/C=C/[C@@H](C)[C@H]1CC[C@@H]2[C@]1(C)CCC1[C@]23C=C[C@]2(C[C@@H](O)CC[C@]12C)N(c1ccc(F)cn1)O3 (stereo partly specified) | -9.7
CCOC(=O)C1=C(C(=O)OCC)C2N(Cc3ccc(C#N)cc3)c3ccccc3[C@@]23C[C@@H](C(=O)OC)N(S(=O)(=O)c2ccc(C#N)cc2)C3=N1 (stereo partly specified) | -10.6
CN1OC[C@@H]2CN(C(=O)c3ccc(C#N)cc3)[C@H](c3cccc(Br)c3)C[C@@H]21 | -4.4
Nc1ccn([C@@H]2O[C@H](C(=O)N[C@H](Cc3ccccc3)C(=O)N3CCC(F)(F)CC3)[C@@H](O)[C@H]2O)c(=O)n1 | -7.3
COC(=O)c1cc2c(c3c4cc(F)ccc4n(S(=O)(=O)c4ccc(C)cc4)c13)C(=O)N(Cc1ccc(N(C)C)cc1)C2 | -3.3
O=C(/C=C\c1ccc2c(c1)OCO2)Nc1nnc(SCC(=O)OCc2ccccc2)s1 | 8.6

7 entries drawn at random from those above:
SMILES | CaV13 FRET inh
COC(=O)N1Cc2ccnnc2CC1c1ccccc1-c1ccc(F)cc1 (stereo unspecified) | -4.7
COC(=O)C1=C(C)N(Cc2cccc(C(F)(F)F)c2)C(=NCc2cccc(C(F)(F)F)c2)NC1c1ccccc1C(F)(F)F (stereo unspecified) | -2.0
CCOC(=O)C1=C(c2ccc(OC)cc2)C(=O)c2ccccc2C1=O | -17.7
O=C(N[C@H](Cc1ccccc1)C(=O)N1CCN(Cc2ccccn2)CC1)[C@H]1O[C@@H](n2ccc(=O)[nH]c2=O)[C@H](O)[C@@H]1O | -2.3
O=C(/C=C\c1ccc2c(c1)OCO2)Nc1nnc(SCC(=O)OCc2ccccc2)s1 | 8.6
O=[N+]([O-])c1cccc(N=Cc2sc3ccccc3c2O)c1 | 3.0
CCOC(=O)C1=C(C(=O)OCC)C2N(Cc3ccc(C#N)cc3)c3ccccc3[C@@]23C[C@@H](C(=O)OC)N(S(=O)(=O)c2ccc(C#N)cc2)C3=N1 (stereo partly specified) | -10.6

Compound activity from PubChem BioAssay.
